Assay outcomes: PubChem, several laboratories
HSF1 inh = HSF1 inhibition. NIH3T3-HGL HSE-luciferase, MG132-induced, luminescence 8 h; stronger effect = lower value. activity change, negative = inhibition, % at 7.5 µM (by protocol). 300,000 tested, 0.77% active;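 active = more than half of replicate wells show activity change below -50%, luminescence cut by over half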;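 also: luciferase reports HSF-1 transcriptional activity via heat shock element; 0% = median of DMSO wells and -100% = zero luminescence signal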
aSyn 5UTR inh = 5' untranslated region of α-synuclein, MLPCN primary screen | alpha-synuclein 5'UTR reporter, inhibitor activity | inhibition, % (tested at 7.5 µM) | 300,000 tested, 0.82% active | AID 1813; in the data active = inhibition above about 60%;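 also: H4 neuroglioblastoma cells stably carrying SNCA 5'UTR luciferase fusion; 0% = DMSO wells and 100% = positive control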
KLF5 inh = inhibitors of KLF5 expression | AID 1700 | DLD-1 KLF5 promoter-luciferase reporter, luminescence | inhibition, % at 5 µM | 290,000 tested, 0.23% active;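 active = inhibition above a per-plate limit of that plate's mean compound inhibition plus 3 SD, cut at about 60% in these data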;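 also: 0% = DMSO wells and 100% = LY294002 at 200 µM; higher means less KLF5 promoter-driven luciferase light; inactives centre near -14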
IEC-6 cytotox = kills IEC-6 intestinal cells in KLF5 counter-screen; IEC-6 cytotoxicity, luminescence viability; inhibition, % at 5 µM; 290,000 tested, 0.78% active; AID 1825; in the data active = inhibition above about 22%;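 also: 0% = plate median of test compound wells and 100% = cytotoxic reference compound wells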
GSK3 alpha inh = human GSK-3 alpha kinase inhibition. P49840. ADP-Glo luminescence, 60 min. inhibition, % at 10 µM. 320,000 tested, 0.1% active. AID 2650;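 in the data active = inhibition above about 50%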;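 also: GST-tagged GSK-3 alpha with peptide substrate and 25 µM ATP; 0% = DMSO neutral wells and 100% = GW8510 positive control wells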
Target sequence (P49840 whole entry, looked up): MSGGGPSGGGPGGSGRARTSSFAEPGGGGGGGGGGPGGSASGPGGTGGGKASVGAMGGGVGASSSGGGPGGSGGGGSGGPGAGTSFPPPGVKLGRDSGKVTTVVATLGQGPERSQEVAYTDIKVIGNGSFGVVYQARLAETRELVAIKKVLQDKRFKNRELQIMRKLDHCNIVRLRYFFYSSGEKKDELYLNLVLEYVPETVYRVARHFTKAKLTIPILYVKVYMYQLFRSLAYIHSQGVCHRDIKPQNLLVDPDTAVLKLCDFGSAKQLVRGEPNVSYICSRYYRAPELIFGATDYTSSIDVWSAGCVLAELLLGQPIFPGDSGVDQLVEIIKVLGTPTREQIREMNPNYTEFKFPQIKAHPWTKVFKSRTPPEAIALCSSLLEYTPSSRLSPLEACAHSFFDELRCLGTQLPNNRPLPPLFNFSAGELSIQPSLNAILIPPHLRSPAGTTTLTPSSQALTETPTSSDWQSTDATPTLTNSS
AI-2 QS modul = Vibrio harveyi AI-2 quorum sensing modulation | Vibrio harveyi JMH597 AI-2 luminescence/OD600 ratio, 9 h; stronger effect = lower value; strain lacks LuxN and CqsS sensors; 0 = neutral-control median | activity change, % at 7.5 µM | 300,000 tested, 0.4% active; in the data active = activity change below about -75%, passing the limit was not always enough;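 also: luminescence divided by OD600 gain over 9 h not by final OD600 alone; inactives centre near 13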
HSF-1 act = increases HSF-1 driven luciferase reporter signal; NIH3T3-HGL HSF-1 luciferase reporter, MG132, 8 h; 100% = twice DMSO control signal; activation, % at 9 µM; 300,000 tested, 1.7% active;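 active = mean replicate activation of at least 50% with a set share of replicates each reaching 50%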;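 also: 0% = median of the neutral control wells and 100% = twice that signal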
GSK3beta inhib = inhibitors of human GSK3beta kinase; P49841; GST-GSK3beta kinase, ADP-Glo luminescence, 60 min; stronger effect = lower value; activity score (negative = inhibition), % at 10 µM; 300,000 tested, 0.038% active;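 active = more than half of replicate wells score below -50%, meaning over 50% inhibition versus plate controls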;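 also: 0% = median DMSO wells and -100% = median GW8510 positive control wells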
Target sequence (P49841 whole entry, looked up): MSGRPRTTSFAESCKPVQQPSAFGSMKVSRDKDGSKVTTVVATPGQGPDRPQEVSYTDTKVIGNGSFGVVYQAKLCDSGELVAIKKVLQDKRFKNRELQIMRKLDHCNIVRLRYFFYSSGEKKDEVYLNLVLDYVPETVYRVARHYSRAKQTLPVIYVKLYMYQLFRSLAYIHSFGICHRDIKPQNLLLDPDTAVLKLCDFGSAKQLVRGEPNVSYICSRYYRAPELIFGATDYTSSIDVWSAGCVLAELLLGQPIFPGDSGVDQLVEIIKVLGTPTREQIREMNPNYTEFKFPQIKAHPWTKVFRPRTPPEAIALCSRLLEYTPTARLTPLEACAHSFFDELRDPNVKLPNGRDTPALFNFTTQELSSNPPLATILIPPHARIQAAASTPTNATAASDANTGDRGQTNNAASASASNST
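Assay system: GST-tagged human GSK3beta kinase, cell-free; Input: 1.6 ng GSK3beta; Medium: Tris/MgCl2 kinase buffer; Timing: 60 min enzyme reaction, room temperature; Signal: ADP-Glo luminescence quantifying ADP generated by kinase; Evaluation: score relative to plate controls; Benchmarks: DMSO neutral wells and GW8510 at 20 µM as positive.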
HSP90 inh = inhibitors of HSP90 luciferase refolding in rabbit reticulocyte lysate | luciferase refolding luminescence, 3 h | inhibition, % at 5.6 µM | 290,000 tested, 0.91% active;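 active = inhibition above the screen-wide mean plus 3 SD, computed separately per campaign, cut at about 16% in these data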;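 also: 0% = DMSO wells and 100% = 60 µM geldanamycin wells; inhibitors lower the luminescence because luciferase stays unfolded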
PolyA inhibitor = inhibitors of polyadenylation in S. cerevisiae | S. cerevisiae SKY197-pL101 polyadenylation reporter, beta-gal luminescence; efflux-impaired pdr1/pdr3 knockout yeast; score 100 = 6 SD above DMSO | calls only at 12 µM | 300,000 tested, 0.02% active;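 active = lowest replicate activity score at least 50, where 100 means six control SD above control mean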;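 also: yeast exposed to compound for 9 h at 30 °C; higher score means more reporter readthrough which indicates perturbed polyadenylation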
* marks the source's active call; other numbers are inactive results; i = inactive; nt = not tested or not shown.

No.	mol	HSF1 inh	aSyn 5UTR inh	KLF5 inh	IEC-6 cytotox	GSK3 alpha inh
1	CCOC(=O)c1c(NC(=O)C2C3C=CC(C3)C2C(=O)O)sc2c1CCC(CC)C2 (stereo unspecified)	-8	25	8	3	-5
2	C=CCSc1ncc(CO)n1Cc1ccccc1	11	23	-18	1	-2
3	N#Cc1cccc(NC(=O)CC2CCCCC2)c1	3	-49	-48	-1	-2
4	O=C(Cn1ncc2c([nH]c3ccccc32)c1=O)N1CCN(c2ccc(F)cc2)CC1	4	-15	-16	2	-1
5	CCN1CCCC1CNC(=O)c1cc(COc2ccc(C)c(C)c2)on1 (stereo unspecified)	10	-63	-49	-8	0
6	Cc1cccc(-n2cnc3sc(C)c(C)c3c2=O)c1	2	-17	-46	3	-2
7	COc1ccc(-c2nc(CS(=O)CC(=O)NC3CCCc4ccccc43)c(C)o2)cc1OC (stereo unspecified)	5	2	-12	-1	-2
8	Cc1ccc(O)c(-c2cc(C(=O)Nc3cccnc3)[nH]n2)c1	-8	-166	-104	2	-1
9	Cc1oc(-c2cccs2)nc1CS(=O)CC(=O)NC1CCCCCC1 (stereo unspecified)	8	-36	-33	-4	-3
10	CCCS(=O)(=O)N1CCCC(C(=O)NCCCOCC)C1 (stereo unspecified)	4	0	2	2	-2
11	Cc1sc(N/N=C/c2cccnc2)nc1-c1ccccc1	-25	-20	-16	10	1
12	COCC(=O)Nc1nnc(C2CCCCC2)s1	-7	-27	-68	5	0
13	CC(=O)c1cccc(NC(=O)CSc2nc(N3CCOCC3)nc(N3CCOCC3)n2)c1	3	25	-24	-1	2
14	CC(C)CCC(CCN1CCOCC1)c1ccc2c(c1)OCO2 (stereo unspecified)	-7	4	9	-4	1
15	O=c1cn[nH]c2ccccc12	-4	-10	-14	0	0

No.	AI-2 QS modul	HSF-1 act	GSK3beta inhib	HSP90 inh	PolyA inhibitor
1	29	-12	4	1	i
2	14	13	2	-2	i
3	-6	3	0	0	i
4	-5	1	-5	5	i
5	-7	24	1	-8	i
6	4	10	1	-1	i
7	10	13	4	-1	i
8	-41	-26	2	1	nt
9	-2	-3	1	0	i
10	24	-5	1	7	i
11	23	-42	-1	2	i
12	15	-19	-1	1	i
13	22	9	2	-3	i
14	21	10	-2	4	i
15	14	-21	0	4	i

Carrying on:
No.	mol	HSF1 inh	aSyn 5UTR inh	KLF5 inh	IEC-6 cytotox	GSK3 alpha inh
16	C=CCn1c(SCC(=O)NC2CCCC2)nc2c([nH]c3ccccc32)c1=O	1	1	-31	2	-2
17	CCOC(=O)CSc1nc2ccc(C)cc2cc1C#N	32	-172	-173	-1	6
18	COc1ccc2c(c1)Cc1sc(NC(=O)c3cccs3)nc1-2	3	-242	-27	-8	1
19	CN(C)C(=S)Nc1ccc2ccccc2c1	16	-67	-29	5	-2
20	CN(C)CCNc1nc(-c2ccccc2)nnc1C(F)(F)F	nt	nt	-18	-6	5
21	COc1ccc(-c2ccc3oc(-c4ccc(OC)cc4)c(C#CC4(O)CCCCC4)c3c2)cc1	2	35	nt	nt	0
22	O=C(COC(=O)/C=C/c1cccc(Br)c1)NCCC1=CCCCC1	12	7	3	-3	-1
23	O=C(Cn1cccc1)Nc1ccc(OC(F)(F)F)cc1	2	-7	-11	1	0
24	O=C1NC2(Nc3ccccc31)C(=O)Nc1ccc(Br)cc12 (stereo unspecified)	2	-43	27	10	2
25	CCOc1ccc(C(=O)OCC(=O)c2c(N)n(C)c(=O)n(C)c2=O)cc1OCC	-3	-118	0	7	-4
26	Cc1ccnc(SCC(=O)Nc2c(C)n(C)n(-c3ccccc3)c2=O)n1	-1	11	0	-2	-1
27	CCOC(=O)c1c(NC(=O)COC)sc2c1CCCC2	4	26	-17	2	0
28	Cc1cc(/N=C/N(C)C)on1	-9	40	20	5	-1
29	Cc1ccc(OCC(=O)NN2C(=O)c3ccccc3C2=O)c(C)c1	-7	12	9	-7	1
30	CCOc1ccc(N(C(C)C(=O)Nc2ccc(OC)cc2)S(C)(=O)=O)cc1 (stereo unspecified)	-3	-6	-5	0	0

No.	AI-2 QS modul	HSF-1 act	GSK3beta inhib	HSP90 inh	PolyA inhibitor
16	3	-11	-3	-2	i
17	18	68*	4	1	i
18	9	24	-2	9	i
19	10	12	-2	4	i
20	18	nt	3	0	i
21	15	-1	-2	nt	i
22	22	1	-1	-4	i
23	27	3	2	3	i
24	7	24	4	3	i
25	15	-10	2	2	i
26	19	-9	-1	1	i
27	5	-14	-1	3	i
28	4	-5	-1	1	i
29	0	0	-7	0	i
30	11	-5	5	-3	i

The list goes on:
No.	mol	HSF1 inh	aSyn 5UTR inh	KLF5 inh	IEC-6 cytotox	GSK3 alpha inh
31	c1ccc(Cc2nnc3n2CCCCC3)cc1	-4	-5	-22	-3	2
32	CN(/C(=N/S(=O)(=O)c1cccs1)c1ccccc1)c1ccccc1	-8	4	-29	-6	-2
33	Cc1cc(=O)n2nc(N3CCC(C(=O)NCc4ccc(F)cc4)CC3)sc2n1	1	-31	-8	-11	-1
34	S=c1[nH]nc(-c2cc(-c3ccccc3)n[nH]2)n1/N=C/c1ccccc1	1	-35	-2	-10	-1
35	O=C(CSc1ccc2ccccc2n1)N/N=C/c1ccccc1O	2	3	-9	8	-1
36	CCCCn1c(N)c(N(CC)C(=O)c2ccc(Cl)c([N+](=O)[O-])c2)c(=O)[nH]c1=O	-4	-6	-19	-5	1
37	Cc1ccc(-c2nnn(CC(=O)Nc3cccc4c3CCCC4)n2)o1	2	8	-3	2	1
38	Cc1ccc(S(=O)(=O)N2CCCOC2CNC(=O)C(=O)NCCC2=CCCCC2)cc1 (stereo unspecified)	1	20	-15	0	-1
39	COc1ccc(NC(=O)CCCNC(=O)Cn2cnc3sc(C)c(C)c3c2=O)cc1OC	-5	5	8	4	2
40	C/C=C\C(=O)Nc1cccc(C2=NOC3(C2)C[C@@H](C(N)=O)N(C(=O)C2(C)CC2)C3)c1 (stereo partly specified)	-9	-1	nt	nt	0
41	COc1ccc(NC(=O)c2ccc(-c3nn(C)c(=O)c4ccccc34)cc2)cc1	-14	13	-10	-3	-2
42	Cc1ccc(NC(=O)COC(=O)C2CSC3(C)CCC(=O)N23)cc1S(=O)(=O)N1CCOCC1 (stereo unspecified)	-10	0	-40	-8	0
43	Cc1ccc(/C=C/C(=O)c2c(C)nc3ccccn23)cc1	20	-90	-144	-3	-2
44	CCC(=O)c1ccccc1OCCSc1nc(C)cc(=O)[nH]1	-34	13	-15	-11	-1
45	COc1ccc(-c2[nH]ncc2CN2CCCC2c2nonc2C)c(F)c1 (stereo unspecified)	-5	-2	-81	-1	0

No.	AI-2 QS modul	HSF-1 act	GSK3beta inhib	HSP90 inh	PolyA inhibitor
31	10	-4	2	2	i
32	3	-16	4	-4	i
33	11	8	0	-5	i
34	31	-7	-2	-1	i
35	-1	-6	-5	-1	i
36	1	0	1	-1	i
37	16	1	-4	4	i
38	7	25	0	-6	i
39	3	7	3	-2	i
40	11	-7	2	nt	i
41	14	-11	-1	-2	i
42	22	-7	0	0	i
43	-4	34	3	-6	i
44	2	-47	0	-2	i
45	5	6	0	15	i

Taken from the listing, 5 compounds:
No.	mol	HSF1 inh	aSyn 5UTR inh	KLF5 inh	IEC-6 cytotox	GSK3 alpha inh
41	COc1ccc(NC(=O)c2ccc(-c3nn(C)c(=O)c4ccccc34)cc2)cc1	-14	13	-10	-3	-2
42	Cc1ccc(NC(=O)COC(=O)C2CSC3(C)CCC(=O)N23)cc1S(=O)(=O)N1CCOCC1 (stereo unspecified)	-10	0	-40	-8	0
43	Cc1ccc(/C=C/C(=O)c2c(C)nc3ccccn23)cc1	20	-90	-144	-3	-2
44	CCC(=O)c1ccccc1OCCSc1nc(C)cc(=O)[nH]1	-34	13	-15	-11	-1
45	COc1ccc(-c2[nH]ncc2CN2CCCC2c2nonc2C)c(F)c1 (stereo unspecified)	-5	-2	-81	-1	0

No.	AI-2 QS modul	HSF-1 act	GSK3beta inhib	HSP90 inh	PolyA inhibitor
41	14	-11	-1	-2	i
42	22	-7	0	0	i
43	-4	34	3	-6	i
44	2	-47	0	-2	i
45	5	6	0	15	i

Additional results:
No.	mol	HSF1 inh	aSyn 5UTR inh	KLF5 inh	IEC-6 cytotox	GSK3 alpha inh
46	CCOC(=O)N1CCN(C(=O)C2CCN(S(=O)(=O)c3cc(Cl)ccc3Cl)CC2)CC1	4	-5	-41	-4	1
47	CCC(=O)OC1CSc2nc3ccccc3n2C1 (stereo unspecified)	4	6	-23	-6	4
48	Cc1cc(C)n(C(=O)CCC2COc3ccccc3O2)n1 (stereo unspecified)	4	3	-34	-3	-2
49	CSc1cccc(NC(=O)CSc2ncccc2C(=O)Oc2cccc([N+](=O)[O-])c2)c1	17	-48	15	4	-1
50	O=C(NC1CCCCC1)C(c1ccc(F)cc1)N(CCCN1CCOCC1)C(=O)c1ccc(CN2CCOCC2)o1 (stereo unspecified)	1	-13	-12	-7	0
51	CCOC(=O)C1C(C)N=C2SCC(=O)N2C1c1cccc(Br)c1 (stereo unspecified)	2	-28	-3	1	nt
52	COC(=O)c1ccc(NC(=O)CSc2nncn2C)cc1	-5	-3	4	-2	-2
53	COc1ccc(OCC(=O)N/N=C(/C)Cc2ccccc2)cc1	-1	-6	-23	-3	nt
54	O=C(NCc1ccc2c(c1)OCO2)c1ccc2c(c1)OCO2	6	-29	-9	2	-2
55	CCCCN1CN=C(Nc2nc3ccccc3o2)NC1	18	-136	-95	2	-2
56	CCn1c(COc2ccc(Cl)cc2)nnc1SCc1ccc(C#N)cc1	-2	30	-16	1	-1
57	CCN(CC(=O)N1CCCC1)S(=O)(=O)c1ccc(Br)cc1	3	-3	-2	0	-2
58	O=C(O)c1cccc(S(=O)(=O)Nc2ccc(OCc3ccccc3)cc2)c1	2	6	10	4	-3

No.	AI-2 QS modul	HSF-1 act	GSK3beta inhib	HSP90 inh	PolyA inhibitor
46	12	14	3	1	i
47	14	-7	3	-3	i
48	25	0	0	-2	i
49	1	16	2	0	i
50	5	15	-4	-2	i
51	13	2	-2	2	i
52	17	0	2	-2	i
53	-1	-2	-1	1	i
54	1	10	-15	5	i
55	6	25	-1	3	i
56	22	-4	-5	1	i
57	15	-2	1	4	i
58	24	-4	4	-4	i

Taken from above.
`Cc1ccc(NC(=O)COC(=O)C2CSC3(C)CCC(=O)N23)cc1S(=O)(=O)N1CCOCC1` (stereo unspecified) in HSP90 inh has 0
`C/C=C\C(=O)Nc1cccc(C2=NOC3(C2)C[C@@H](C(N)=O)N(C(=O)C2(C)CC2)C3)c1` (stereo partly specified) in HSF1 inh has -9
`Cc1ccc(O)c(-c2cc(C(=O)Nc3cccnc3)[nH]n2)c1` in aSyn 5UTR inh has -166
`COc1ccc(-c2[nH]ncc2CN2CCCC2c2nonc2C)c(F)c1` (stereo unspecified) in HSF1 inh has -5

An excerpt; rates above refer to the full screens.
